HGIII-sPLA2 inh: Inhibits HGIII-sPLA2 liposome hydrolysis, primary screen; Q9NZ20; inhibition, % at 12.2 µM; 370,000 compounds, 0.56% hits; QFRET BODIPY PC-A2 liposome hydrolysis, fluorescence; AID 743126;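 active means inhibition above mean plus 3 SD of compounds lying within the high and low control bounds, cut at about 19% in these data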;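 further: 0% = median of test compound wells and 100% = no enzyme DMSO wells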
ssDAF-12 act: activators of S. stercoralis DAF-12 nuclear receptor. HEK293 ssDAF-12/GRIP1 lit1-tk-luc reporter, luminescence; % of 3 µM dafachronic acid response. activation, % at 6.8 µM. 370,000 compounds, 1% hits. AID 652126;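 active means activation above the mean over all tested compounds plus 3 SD, cut at about 0.9% in these data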;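 further: 0% = DMSO-only wells and 100% = 3 µM delta7-dafachronic acid wells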
DAX1 inh-1: inhibits human nuclear receptor DAX1; HEK293 Gal4-DAX1 luciferase reporter, luminescence; inhibition, % at 6.75 µM; 340,000 compounds, 0.99% hits; AID 504766;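 active means inhibition above the mean over all tested compounds plus 3 SD, cut at about 4.2% in these data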;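 further: 0% = DAX1-transfected cells with DMSO and 100% = empty-vector control cells with DMSO; inhibition shows as a rise in luminescence from relieved DAX1 repression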
DAX1 inh-2: blocks DAX1 repression of SF-1 activated StAR promoter. HEK293T StAR-luciferase reporter, SF-1/DAX-1 repression relief. inhibition, % at 6.8 µM. 370,000 compounds, 1.1% hits. AID 652010;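 active means inhibition above the mean over all tested compounds plus 3 SD, cut at about 3.6% in these data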;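 further: 0% = DAX-1 cells with DMSO and 100% = cells lacking DAX-1 with DMSO; higher inhibition means more luminescence from relief of DAX-1 repression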
NR1D1 modulator: modulates human Rev-erb alpha binding to DNA; P20393; Rev-erbα–FITC-DNA binding, fluorescence polarization, 90 min; AID 1259318; 370,000 compounds, 0.79% hits; activity, % at 10 µM;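 active means activity above about 14%, limit read from the data; passing the limit was not always enough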;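 further: 0% = DMSO wells with 35 nM protein and 100% = DMSO wells with 750 nM protein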
GAA850 FXN act: increases GAA850 frataxin promoter reporter activity; activation, % at 6 µM; 360,000 compounds, 0.56% hits; HEK293 lucGAA850 FXN promoter luciferase reporter, 24 h; percent of 10 µM SAHA response;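 active means activation above the average of all compounds screened plus 3 SD, cutoff fixed separately per campaign, cut at about 7.5% in these data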;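 further: 0% = DMSO wells and 100% = 10 µM SAHA wells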
PG9 Ab binder: PG9 antibody binding by small molecule | 360,000 compounds, 0.43% hits | inhibition, % at 6.7 µM | TR-FRET gp120-PG9 antibody binding | AID 624416; in the data active means inhibition above about 8.5%
hgDAF-12 ag: activates the H. glycines DAF-12 receptor ligand-binding domain | HEK293 GAL4-hgDAF12 UAS-luciferase reporter, agonist luminescence; normalized to butyrate control | activation, % at 6.8 µM | 370,000 compounds, 1.8% hits | AID 687014;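 active means activation above a cutoff set at the mean of all screened compounds plus 3 SD, cut at about 10% in these data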;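 further: 0% = DMSO wells and 100% = sodium butyrate wells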
hcDAF12 agonist: activates DAF-12 receptor from parasite H. contortus. HEK293 hcDAF-12 lit1-tk-luc reporter, luminescence; 0% DMSO, 100% Δ7-dafachronic acid. activation, % at 6.8 µM. 370,000 compounds, 1.4% hits. AID 652067;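 active means activation above the mean of all tested compounds plus 3 SD, cut at about 5.5% in these data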;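 further: 100% = response to 3 µM Δ7-dafachronic acid high control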
PLC-beta3 inh: inhibitors of human phospholipase C beta3; 370,000 compounds, 0.18% hits; inhibition, % at 12.2 µM; Purified PLC-beta3, fluorogenic substrate, fluorescence; Q01970; in the data active means inhibition above about 11%;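 further: 0% = median of compound wells on plate and 100% = full blocker control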
Target sequence (Q01970 whole entry, looked up): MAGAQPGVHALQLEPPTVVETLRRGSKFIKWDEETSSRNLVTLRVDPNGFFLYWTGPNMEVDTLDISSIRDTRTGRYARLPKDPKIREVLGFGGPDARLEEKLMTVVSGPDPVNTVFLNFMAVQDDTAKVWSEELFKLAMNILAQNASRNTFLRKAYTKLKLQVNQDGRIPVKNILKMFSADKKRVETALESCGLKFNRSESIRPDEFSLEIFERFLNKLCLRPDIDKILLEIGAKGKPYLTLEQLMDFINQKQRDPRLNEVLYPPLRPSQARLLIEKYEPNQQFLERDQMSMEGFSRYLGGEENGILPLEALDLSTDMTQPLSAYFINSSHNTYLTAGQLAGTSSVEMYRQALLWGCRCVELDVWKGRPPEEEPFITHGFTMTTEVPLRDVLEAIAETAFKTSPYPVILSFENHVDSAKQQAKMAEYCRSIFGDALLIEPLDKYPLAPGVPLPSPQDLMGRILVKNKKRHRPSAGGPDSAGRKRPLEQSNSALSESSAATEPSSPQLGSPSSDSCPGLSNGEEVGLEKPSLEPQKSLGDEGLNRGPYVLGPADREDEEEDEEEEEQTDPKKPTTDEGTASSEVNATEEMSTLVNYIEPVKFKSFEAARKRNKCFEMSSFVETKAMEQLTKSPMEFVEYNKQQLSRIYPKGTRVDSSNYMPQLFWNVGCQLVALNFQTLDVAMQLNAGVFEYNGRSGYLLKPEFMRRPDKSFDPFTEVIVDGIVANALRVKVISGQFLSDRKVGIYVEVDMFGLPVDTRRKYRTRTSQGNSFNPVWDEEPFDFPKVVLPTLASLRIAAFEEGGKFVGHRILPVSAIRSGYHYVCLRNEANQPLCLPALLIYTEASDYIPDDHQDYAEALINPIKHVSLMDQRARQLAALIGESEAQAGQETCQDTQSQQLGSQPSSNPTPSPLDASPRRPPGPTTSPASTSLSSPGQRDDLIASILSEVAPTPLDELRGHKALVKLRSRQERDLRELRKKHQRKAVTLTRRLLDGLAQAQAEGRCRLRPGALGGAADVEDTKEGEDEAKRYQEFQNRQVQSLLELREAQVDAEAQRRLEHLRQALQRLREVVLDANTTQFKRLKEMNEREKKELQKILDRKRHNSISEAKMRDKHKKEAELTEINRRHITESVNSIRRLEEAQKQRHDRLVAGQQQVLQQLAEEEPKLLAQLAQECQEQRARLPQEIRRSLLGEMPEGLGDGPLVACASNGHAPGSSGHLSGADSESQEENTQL
SMARCA2 act: increases SMARCA2 function in MMTV reporter cells; MG213 cells, MMTV-luciferase reporter, dexamethasone, overnight; activation, % at 9.1 µM; 370,000 compounds, 1% hits; AID 652017; in the data active means activation above about 7.8%;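 further: 0% = vehicle wells and 100% = reference activator wells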
Numbers without * were called inactive; i = inactive; . = no result given.

SMILES | HGIII-sPLA2 inh | ssDAF-12 act | DAX1 inh-1 | DAX1 inh-2 | NR1D1 modulator | GAA850 FXN act | PG9 Ab binder | hgDAF-12 ag | hcDAF12 agonist | PLC-beta3 inh | SMARCA2 act
C=CC[C@H](CC(=O)N[C@H](CO)Cc1ccccc1)C(=O)N[C@H](COC(=O)[C@H](CC=C)CC(=O)OC(C)(C)C)Cc1c[nH]c2ccccc12 | -88 | -1.3 | 0.0 | -0.2 | 5 | -5.3 | -1.0 | 1.7 | -0.4 | 3 | -1
Cc1cc(C(=O)COC(=O)C2=COCCO2)c(C)n1-c1ccccc1 | 4 | -2.4 | -4.9 | -2.8 | 0 | -12 | 0.4 | -13 | -4.5 | -5 | -7
CCOC(=O)c1c(NC(=O)CSc2nnc(-c3ccco3)o2)sc(C(C)=O)c1C | -19 | -1.4 | 0.8 | 0.4 | 3 | 0.5 | -0.8 | 0.6 | -0.5 | -2 | 2
CCOc1cc(-c2nn3cnnc3s2)cc(OCC)c1OCC | -2 | -1.4 | -0.1 | -0.6 | -2 | 0.8 | 1.2 | 1.6 | 1.7 | 0 | 0
Cc1[nH]n(-c2ccccc2)c(=O)c1/C=N/N1CCOCC1 | 1 | -1.0 | -0.7 | 0.0 | -2 | 2.3 | -1.0 | -2.7 | -0.4 | -2 | -2
S=C(NC12CC3CC(CC(C3)C1)C2)N1CCOCC1 | -3 | -0.8 | 0.3 | -0.6 | 3 | -3.5 | 0.4 | -0.5 | -1.5 | 2 | -1
O=C(O)c1cccc(Nc2nc(-c3cccnc3)nc3ccccc23)c1 | -14 | -0.4 | -0.4 | -0.4 | -4 | 2.2 | 0.6 | 5.7 | 2.7 | -147 | -4
Cc1ccc(S(=O)(=O)N(CC(=O)NCc2ccccc2)C(=O)N2CCN(C)CC2)cc1 | 9 | -0.9 | -0.5 | 1.2 | -1 | 1.9 | 0.2 | 0.1 | -0.5 | 2 | -2
CCCCn1nc(C(=O)Nc2ccc3c(c2)OCO3)c2ccccc2c1=O | -2 | -0.5 | -1.6 | -0.5 | -4 | 1.6 | -0.3 | 2.6 | -1.2 | -4 | -1
CC(=O)/C(=N/Nc1cccc(Cl)c1)Sc1nnc(C(O)c2ccccc2)n1-c1ccccc1 (centres undefined) | 8 | -0.1 | -0.3 | 0.7 | 3 | 1.2 | 0.0 | -1.2 | 0.1 | 4 | -2
CCCCCC(N)=O | -5 | -1.3 | 0.0 | 0.3 | 0 | -1.4 | 0.6 | 0.4 | -1.2 | -1 | 0
CCN1C(=O)[C@@H]2[C@@H]3CN(S(=O)(=O)c4ccccc4C)[C@@H](c4ccc(Cl)cc4)[C@@H]3C(=O)C[C@@H]2C1=O | -40 | -0.9 | . | 0.2 | 1 | . | 0.7 | 1.2 | 2.3 | -8 | -3
CCOc1cc(-c2nnc(-c3ccco3)o2)cc(OCC)c1OCC | -1 | -1.9 | -0.2 | -1.6 | -3 | -2.8 | 1.2 | -0.3 | -1.1 | -174 | -1
COC(=O)C1=CN(Cc2ccc(OC)cc2)C=C(C(=O)OC)C1c1ccsc1 | -4 | -1.9 | -0.2 | -0.4 | 1 | -0.4 | 0.3 | 1.9 | -2.4 | i | -4
CCN(CC)CCOc1cc2c(nn1)Oc1ccccc1N2C | 1 | -0.3 | -0.3 | 1.9 | 0 | 3.0 | -0.4 | 0.4 | -0.1 | i | 1
O=C(Nc1nccs1)c1cccnc1Cl | 1 | -0.9 | -0.4 | 0.4 | -2 | 0.6 | -1.3 | 5.3 | -0.4 | 0 | -1
O=C(O)c1ccccc1NS(=O)(=O)c1ccc(NNC(=S)Nc2ccc(OC(F)F)cc2)c([N+](=O)[O-])c1 | -28 | -2.1 | -0.2 | -0.7 | 0 | 0.8 | -4.0 | -5.9 | -0.8 | 4 | -1
CC(=O)Nc1ccccc1P(=O)(c1ccccc1)c1ccccc1OC(C)=O (centres undefined) | 14 | 0.1 | 4.5* | -0.4 | -4 | 1.8 | 1.1 | -0.6 | -1.1 | -12 | -4
COc1ccc(NC(=O)/C=C/c2cccc(C(F)(F)F)c2)cn1 | -7 | -1.8 | -3.1 | -0.9 | -2 | -1.0 | -1.9 | -4.1 | -5.5 | -7 | -4
Cc1ccc(-c2nc(CS(=O)CC(=O)NCCCN3CC(C)CC(C)C3)c(C)o2)cc1 (centres undefined) | -5 | -1.4 | -0.2 | 0.8 | 4 | -0.3 | -2.7 | 5.2 | 0.0 | -2 | 1
CCCCC(OC(=O)CN1C(=O)COc2ccccc21)C(=O)NC1CCCCC1 (centres undefined) | 14 | -1.3 | 0.4 | -0.1 | 1 | -1.8 | 0.4 | -2.0 | 1.3 | -5 | -1
O=C1C(=C2CCCCC2)SC(=S)N1Cc1ccco1 | -2 | -0.6 | -4.2 | -0.8 | 0 | -4.0 | 0.4 | 0.4 | 0.2 | -14 | -2
Cc1nc2sccn2c(=O)c1S(=O)(=O)NCC1CCN(Cc2ccc(Cl)cc2)CC1 | -3 | -1.4 | -2.0 | -1.9 | -5 | -0.2 | -2.3 | -2.4 | -0.8 | -3 | -2
CC[C@@H]1CC2=C(C(=O)OC(C)(C)O2)[C@@H](CC)O1 | 13 | -0.6 | . | -0.8 | -2 | . | -0.6 | 0.5 | -0.5 | 5 | 0
Cc1ccc(-c2cc(-c3ccccc3Cl)c(C#N)c(N)n2)o1 | 2 | -1.3 | 0.2 | -0.9 | 0 | 0.6 | -0.7 | -2.1 | -1.6 | -175 | 2
COc1ccc(NC(=O)CN2C(=O)CC(C)S(=O)(=O)c3ccccc32)cc1 (centres undefined) | 8 | -0.8 | -1.4 | 0.8 | -8 | 0.5 | 0.1 | -1.2 | 0.6 | -7 | -1
Cc1ccc(CN2C(=O)c3ccccc3NC23CCN(Cc2ccccc2)CC3)cc1 | -1 | -0.7 | 2.7 | -0.4 | . | -2.2 | -0.8 | 2.0 | -0.2 | -29 | 1
CSC1=Nc2sc3c(c2C2=NCCN12)CC(C)(C)OC3 | 7 | -1.4 | -0.1 | 0.3 | 2 | 0.1 | -1.7 | -2.0 | 0.2 | -36 | 0
COc1cc(/C=C2\SC(=S)N(CC(=O)Nc3ccccn3)C2=O)cc(OC)c1OC | -7 | -1.0 | -1.6 | 0.0 | 0 | 0.3 | -2.4 | 1.5 | 0.3 | -15 | -1
CCNC(=O)N(C)C[C@H]1N[C@@](CC)(C(=O)OC)[C@H]2C(=O)N(Cc3ccccc3)C(=O)[C@@H]12 | 5 | -0.7 | 0.0 | -0.2 | 2 | -0.1 | 0.5 | 1.7 | 0.3 | 1 | -3
CC(=O)CC(=O)Nc1ccc(Nc2ccccc2)cc1 | -46 | -0.8 | -0.5 | 0.2 | 4 | -0.6 | -3.5 | 0.1 | 0.8 | 0 | -2
CN1CCN(c2cc(CNC[C@H]3O[C@@H](n4cnc5c(=O)[nH]c(N)nc54)[C@H](O)[C@@H]3O)ccc2F)CC1 | 3 | -0.1 | . | 1.6 | 4 | . | -1.1 | 3.2 | 0.9 | -1 | -4
Cc1ccc(C2CC(=O)C=C(NCC(C)C)C2)cc1 (centres undefined) | 2 | -0.7 | -1.0 | -0.1 | -2 | 1.2 | -2.9 | -1.9 | -1.2 | 1 | 1
CCC(Oc1ccc(C)cc1)C(=O)Nc1ccc2c(c1)n(C)c(=O)n2C (centres undefined) | 5 | -1.6 | -0.3 | -0.2 | -10 | 1.8 | 1.9 | -0.5 | -1.0 | -5 | -4
CC1Cc2ccccc2N1C(=O)CSc1nc2c(c(=O)n(C)c(=O)n2C)n1Cc1ccc(F)cc1 (centres undefined) | -2 | -1.0 | 0.8 | 0.0 | -5 | 3.0 | -0.5 | 0.0 | -1.5 | 1 | 0
COc1ccc(/C=N/N2C(=O)CSC2=S)cc1 | 2 | -1.7 | 0.7 | 0.5 | 5 | 0.8 | -0.8 | 1.4 | 0.1 | -8 | 1
CSc1ncccc1C(=O)OCC(=O)c1ccccc1Br | -30 | -1.1 | -0.4 | 0.2 | 6 | 1.8 | 0.2 | 1.1 | -1.0 | 0 | -1
CCCCNC(=O)C[C@@H]1C[C@@]2(C(=O)OCC)CCCC=C2N(CCc2ccc(OC)c(OC)c2)C1=O | 2 | -1.7 | . | 5.2* | -8 | . | -1.1 | -1.7 | -1.4 | 4 | 7
COc1ccc(CCNC(=O)COC(=O)/C=C/c2ccc(OCC#N)c(OC)c2)cc1OC | 14 | -0.7 | -0.9 | -0.4 | 5 | -1.0 | -0.3 | -2.6 | -1.8 | -26 | -3
Cc1cccc(C(=O)OCC(=O)NCCCc2ccccc2)c1O | 0 | -1.3 | -0.4 | -0.1 | 7 | 3.8 | 0.9 | 1.1 | -2.1 | -10 | 0
COc1ccc(OC)c(-n2nnnc2SCC(=O)Nc2ccc3c(c2)OCCO3)c1 | -5 | -1.1 | -1.0 | -0.2 | 0 | -2.1 | 4.8 | 0.7 | -0.7 | 2 | -3
COCCCn1c(C)cc(C(=O)COC(=O)C23CC4CC(CC(O)(C4)C2)C3)c1C | 1 | -1.5 | 3.9 | 0.5 | 0 | -1.7 | -1.5 | -2.9 | -3.3 | -4 | 5
CC(C)c1cc(NC(=O)C(C)(C)C)cc(C(C)C)c1O | -3 | -0.8 | 0.0 | 0.8 | -3 | 2.3 | 1.7 | 1.1 | -0.4 | 0 | -6
CN1C(=O)CCC1(O)c1ccccc1 (centres undefined) | 1 | -0.1 | 1.7 | 0.7 | -3 | 1.1 | -0.1 | 2.0 | 1.1 | -8 | 0
CC(=O)c1oc2ccccc2c1NC(=O)CCCN1C(=O)c2ccccc2C1=O | -1 | -0.4 | -0.1 | 3.5 | 2 | -0.1 | 1.2 | 6.3 | 5.8* | 1 | -2
Cc1cc(C)n2c(Nc3ccc4c(c3)OCCO4)c(CCc3ccccc3)nc2n1 | 3 | -1.1 | . | -3.5 | 3 | . | -0.9 | 6.8 | -1.3 | -33 | -1
CC(=O)c1cccc(S(=O)(=O)Nc2cccnc2)c1 | 0 | -0.4 | 0.0 | 0.3 | 0 | 1.1 | -0.8 | 0.1 | 0.6 | -5 | 4
CCOC(=O)Cc1csc(NS(=O)(=O)Cc2ccccc2)n1 | -3 | -0.9 | -1.2 | -0.9 | -5 | -0.8 | 2.6 | 2.4 | -0.7 | -1 | -2
O=C1C2C3C=CC(C3)C2C(=O)N1CCC(=O)N1CCc2ccccc21 (centres undefined) | 2 | -1.7 | 0.2 | -0.4 | 1 | 2.5 | 3.0 | 0.5 | -0.5 | 5 | -1

In another format: entries from further up.
The line under a structure holds: HGIII-sPLA2 inh	ssDAF-12 act	DAX1 inh-1	DAX1 inh-2	NR1D1 modulator	GAA850 FXN act	PG9 Ab binder	hgDAF-12 ag	hcDAF12 agonist	PLC-beta3 inh	SMARCA2 act
CSC1=Nc2sc3c(c2C2=NCCN12)CC(C)(C)OC3
→ 7	-1.4	-0.1	0.3	2	0.1	-1.7	-2.0	0.2	-36	0
Cc1ccc(C2CC(=O)C=C(NCC(C)C)C2)cc1 (centres undefined)
→ 2	-0.7	-1.0	-0.1	-2	1.2	-2.9	-1.9	-1.2	1	1
